High-throughput results (PubChem BioAssay)
TAAR1 antag: human TAAR1 antagonism | Q96RJ0 | CHO RD-HGA16 TAAR1, Fluo-8 calcium fluorescence, antagonist | inhibition, % at 3 µM | hit rate 1.5% among 360,000;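 active = inhibition above a per-plate cutoff, the mean inhibition of test compounds on that plate plus 3 SD, cut at about 49% in these data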;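 note: 0% = DMSO plus EC80 beta-PEA response and 100% = DMSO alone without agonist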
Target sequence (Q96RJ0 whole entry, looked up): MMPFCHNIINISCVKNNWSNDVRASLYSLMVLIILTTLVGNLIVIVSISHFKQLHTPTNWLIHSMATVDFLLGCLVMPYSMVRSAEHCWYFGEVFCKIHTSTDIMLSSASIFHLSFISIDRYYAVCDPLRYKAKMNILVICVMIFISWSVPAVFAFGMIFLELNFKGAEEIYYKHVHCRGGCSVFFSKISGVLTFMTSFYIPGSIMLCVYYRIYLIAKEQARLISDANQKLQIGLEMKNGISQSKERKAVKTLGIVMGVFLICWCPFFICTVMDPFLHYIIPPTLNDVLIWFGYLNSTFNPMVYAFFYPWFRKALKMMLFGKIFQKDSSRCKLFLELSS
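Material: CHO RD-HGA16 cells bearing hTAAR1; compound dosing: one-point dosing, 3 µM nominal final; schedule: dye loading 75 min at 37 °C, then 30 min room temperature; measured by: calcium fluorescence with Fluo-8; control set: vehicle and agonist controls; replication: n of 1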
CHO-K1 Ca ag: counter-screen for M1 agonists: effect in parental CHO-K1 cells. Fluo-8 calcium fluorescence; scaled to maximal ATP response, vehicle zero. activation, % at 3 µM. hit rate 0.48% among 360,000; in the data active = activation above about 15%;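 note: untransfected CHO-K1 host cells lacking M1 receptor as counterscreen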
M1 PAM parental: M1 PAM counterscreen hit in parental CHO-K1 cells | ATP EC20, Fluo-8 calcium fluorescence; 0% at ATP EC20, 100% at ATP max | activation, % at 3 µM | hit rate 0.02% among 360,000 | AID 602247;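 active = activation above the run cutoff, the mean activation of all test compounds plus 3 SD, cut at about 40% in these data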;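 note: peak over basal fluorescence ratio in a 140 s read after ATP addition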
TAAR1 agonist: human TAAR1 agonism; CHO RD-HGA16 TAAR1, Fluo-8 calcium fluorescence; vehicle wells 0%, saturating PEA agonist 100%; AID 624467; hit rate 0.99% among 360,000; activation, % at 3 µM;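 active = activation above the mean activation of all test compounds in the run plus 3 SD, cut at about 38% in these data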
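Repeats: no replicates (n 1) | Material: CHO-derived RD-HGA16 cells with stable Gα16 and human TAAR1 | Technique: Kinetic Fluo-8 calcium fluorescence | Schedule: 17-24 h seeding, 75 min 37 °C dye, 30 min RT | Evaluation: % activation from peak over basal fluorescence ratio, DMSO-to-PEA scaled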
CHRM1 antagonist: blocks human M1 muscarinic receptor. inhibition, % at 3 µM. CHO-K1 hM1, Fluo-8 calcium fluorescence, ACh EC80 antagonist. hit rate 1.3% among 360,000. AID 588852;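 active = percent inhibition above its own plate's cutoff, namely the mean of that plate's compound wells plus 3 SD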;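 note: peak over basal fluorescence ratio during 140 s after agonist addition; 0% = ACh EC80 plus DMSO and 100% = DMSO alone without agonist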
OXTR potentiate: potentiates the human oxytocin receptor response. P30559. CHO-OTR cells, Fluo-8 calcium fluorescence, potentiator mode; 0% = oxytocin EC15, 100% = EC100. activation, % at 3 µM. hit rate 0.061% among 320,000;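 active = activation above that plate's cutoff, the mean activation of tested compounds plus 3 SD, cut at about 6.6% in these data, passing the limit was not always enough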;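 note: 100% uses oxytocin at 75 nM as the full agonist control; some results filed as inactive read as strong as hits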
Target sequence (P30559 whole entry, looked up): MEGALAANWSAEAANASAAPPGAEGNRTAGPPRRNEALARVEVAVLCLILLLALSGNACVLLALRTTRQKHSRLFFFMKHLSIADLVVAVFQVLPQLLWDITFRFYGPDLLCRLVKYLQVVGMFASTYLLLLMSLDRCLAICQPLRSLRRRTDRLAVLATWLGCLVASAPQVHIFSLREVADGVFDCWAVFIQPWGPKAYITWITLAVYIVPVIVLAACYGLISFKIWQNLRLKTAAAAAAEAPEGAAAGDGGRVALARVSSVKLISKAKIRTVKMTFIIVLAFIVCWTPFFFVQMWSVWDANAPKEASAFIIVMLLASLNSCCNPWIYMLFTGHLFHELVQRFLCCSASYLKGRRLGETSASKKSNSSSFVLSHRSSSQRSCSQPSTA
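System: human OTR in CHO cells / Also added: sub-maximal oxytocin, roughly EC15 / Control set: EC15 oxytocin low, 75 nM oxytocin high / Schedule: 6 min compound pre-incubation at room temperature, 100 s kinetic read / Compound: single-point 3.0 µM / Replication: singlicate / Technique: Fluo-8 calcium dye fluorescence / Read-out basis: % activation of max/min ratio relative to oxytocin controls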
CHO parental Ca: counter-screen: ATP calcium response change in parental CHO cells; parental CHO-K1, ATP-induced calcium, Fluo-8 fluorescence; inhibition, % at 5.6 µM; hit rate 0.63% among 330,000; AID 463079;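 active = inhibition above that plate's mean sample inhibition plus 3 SD, cut at about 26% in these data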;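 note: 0% = ATP-challenged DMSO wells and 100% = DMSO wells without ATP; some compounds past the cut are filed as inactive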
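Assay system: parental CHO cells; Read-out basis: percent inhibition of ATP-evoked calcium rise, normalized to controls; Benchmarks: ATP and no-ATP DMSO wells; Compound dosing: single nominal dose of 5.6 µM per compound; Signal: Fluo-8 calcium dye fluorescence; Also added: ATP as calcium-mobilizing challenge; Repeats: singlicate.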
CHO-K1 Ca antag: M1 antagonist counterscreen hit in parental CHO-K1 cells | ATP-induced calcium, Fluo-8 fluorescence | inhibition, % at 3 µM | hit rate 0.6% among 360,000;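 active = inhibition above a per-plate cutoff, the plate's mean sample inhibition plus 3 SD, cut at about 24% in these data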;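 note: 0% = DMSO plus EC80 ATP and 100% = DMSO alone without ATP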
M1 ag: human M1 muscarinic receptor agonism. P11229. activation, % at 3 µM. AID 588814. hit rate 0.33% among 360,000. CHO-K1 hM1, Fluo-8 calcium fluorescence, agonist mode; 0% DMSO, 100% acetylcholine EC100;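 active = activation above the run's mean compound activation plus 3 SD, cut at about 16% in these data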;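 note: peak over basal fluorescence ratio within a 140 s kinetic read after compound addition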
Active calls of the source: *; · = no result given.

SMILES	TAAR1 antag	CHO-K1 Ca ag	M1 PAM parental	TAAR1 agonist	CHRM1 antagonist	OXTR potentiate	CHO parental Ca	CHO-K1 Ca antag	M1 ag
CCOC(=O)C1(C)NC(c2ccc(OC)c(OC)c2)C2C(=O)N(CC)C(=O)C21 (stereo not given)	-8	0.4	17	5	-18	-5	0	-17	-2
CC1(C)CCC(=O)N2CC[C@H]3C[C@H](OC(=O)Nc4ccccc4)C[C@@H]1[C@H]32	10	2.2	-13	58*	3	-3	-19	-10	0
Cc1ccc(C(=O)OCC(=O)Nc2cc(F)ccc2F)cc1NC(=O)c1ccco1	6	1.4	7	22	-1	-2	-16	-7	1
CCC[C@@H](CN1CCC[C@H]1CN1C(N)=NC[C@H]1C(C)C)N1C[C@@H](Cc2ccccc2)N(CCCC2CCCC2)C1=N	-11	0.3	12	0	21	-1	-23	-5	-10
COC(=O)c1ccc(C(=O)N=c2sccn2C)cc1	-8	0.5	7	-1	-10	-12	3	-22	-1
COc1cc(C(=O)Nc2ccc3oc(-c4cccnc4)nc3c2)cc(OC)c1OC	37	1.9	-7	11	2	-14	-13	-15	-3
C[C@H](CO)N1C[C@H](C)[C@H](CN(C)Cc2cccc(C(F)(F)F)c2)OCc2ccccc2-c2c(n(C)c3ccccc23)C1=O	-15	0.5	15	0	-10	·	·	-15	0
COc1cccc(N2CCN(S(=O)(=O)c3ccc4c(c3)N(C(C)=O)CCO4)CC2)c1	-31	6.8	11	12	-6	-12	-9	-10	1
Cc1cc(-c2ccc(F)cc2)nc2cc(C(N)=O)nn12	-2	0.2	18	2	-12	1	3	-7	-3
Cc1cc(C)nc(NS(=O)(=O)c2ccc(NC(=O)c3ccccc3[N+](=O)[O-])cc2)n1	-4	1.1	15	2	-25	2	-7	-5	0
CCCOc1ccc2c3c(c(=O)oc2c1OCCC)CCC3	-25	-0.3	10	6	-14	-8	-11	-24	-8
COc1ccc(CCC(=O)N/N=C(\C)c2ccc3c(c2)OCO3)cc1	-12	-0.5	8	0	13	-7	-17	1	-3
CN(C(=O)COC(=O)c1ccc2c(c1)OCCO2)c1ccccc1	-23	1.4	0	9	-6	-11	-3	-13	-6
CC(=O)N1CCC2(CC1)C(C#N)=C(N)Oc1n[nH]c(CSc3ccc(C)cc3)c12	14	1.0	12	13	-3	3	0	-12	-2
CN(C)c1ncnc2[nH]ncc12	-12	1.1	11	1	-7	·	·	-25	1
O=C(c1cc(Cl)ccc1F)N1CCCC(Nc2ccc3c(c2)OCCO3)C1 (stereo not given)	-10	0.5	8	2	-9	-1	-11	0	-3
CCn1c(-c2ccc(F)cc2)n[nH]c1=S	-6	-0.4	3	2	-4	-14	-5	3	-6
CC1CN(S(=O)(=O)c2cccc(C(=O)Nc3ccccc3N3CCCCC3)c2)CC(C)O1 (stereo not given)	-11	-0.5	-3	0	-4	-7	-32	-4	-2
COC(=O)c1ccc(C)c(NC(=O)Cc2coc3cc(OC)ccc23)c1	7	1.1	10	0	-14	-12	-8	-8	4
O=C(Nc1ccc2c(c1)OCCO2)C1CCCN1S(=O)(=O)c1ccc(Cl)cc1 (stereo not given)	-11	1.2	6	3	-11	-9	-25	2	0
CC1(C)Cc2c(c(N3CCCCC3)[nH]c(=S)c2C#N)CS1	1	-0.2	6	6	8	·	·	9	-3
COc1nccnc1NS(=O)(=O)c1ccc(NC(=S)NC(=O)c2cccc(F)c2)cc1	-6	0.8	11	1	0	7	5	2	-6
CS(=O)(=O)c1ccc(-c2nnn(CC(=O)N3CCCCC3)n2)cc1	-5	0.9	18	0	-9	-3	-1	-7	-4
CCOc1ccccc1NC(=O)CSc1nnc(CCC(=O)Nc2ccccc2F)n1C	-5	1.6	15	0	-12	-1	-14	-9	-3
CCCSc1cc(=O)n(-c2ccccc2)nc1C(=O)OCC	9	-0.5	22	14	-16	0	-17	-24	-13
CCOC(=O)c1ccccc1NC(=O)c1nc2nccc(C)n2n1	6	1.4	12	10	-3	-6	-17	2	-4
COC(=O)c1c(NC(=O)CSc2nnnn2C)sc(C)c1C	10	-0.1	15	4	-30	-6	-20	-13	-2
COCCNc1ccc(-c2nn(C)c(=O)c3ccccc23)cc1[N+](=O)[O-]	6	0.6	-12	3	11	-4	-22	2	1
O=[N+]([O-])c1cccc(-c2ccc(/C=N/n3c(-c4ccccc4)n[nH]c3=S)o2)c1	-3	0.1	12	2	-13	1	-9	-10	-4
CSCCC(NC(=O)C1CCCCC1)c1nc2ccccc2[nH]1 (stereo not given)	-17	0.5	-15	0	-23	-4	-4	8	-5

Some entries already given, limited to M1 PAM parental and CHRM1 antagonist.
compound	M1 PAM parental	CHRM1 antagonist
CCOC(=O)c1ccccc1NC(=O)c1nc2nccc(C)n2n1	12	-3
COC(=O)c1c(NC(=O)CSc2nnnn2C)sc(C)c1C	15	-30
COCCNc1ccc(-c2nn(C)c(=O)c3ccccc23)cc1[N+](=O)[O-]	-12	11

Further records follow.
SMILES	TAAR1 antag	CHO-K1 Ca ag	M1 PAM parental	TAAR1 agonist	CHRM1 antagonist	OXTR potentiate	CHO parental Ca	CHO-K1 Ca antag	M1 ag
CCCCC(=O)Nc1cccc(-c2ccc3nncn3n2)c1	-17	1.6	11	1	-10	-6	0	-9	-2
C=CCC1(CC=C)CCCN1C(=O)Cn1nnnc1CN(C)C(C)C	-5	0.1	16	2	-18	-5	-9	1	-5
CCOc1ccccc1C(=O)NC1CCN(CC(=O)Nc2cc(OC)ccc2OC)CC1	-12	1.1	13	1	-15	-14	-28	3	-2
CCOC(=O)COc1ccc(S(=O)(=O)NCCC2=CCCCC2)cc1	24	4.0	7	4	1	-14	-17	-9	-4
CC1=Nc2cccc3cccc(c23)N1	-1	0.2	6	15	2	-4	-23	4	-3
O=C(NCc1ccc(F)cc1)C1CCCN1C(=O)Nc1ccc(F)cc1 (stereo not given)	-18	-0.1	0	1	-18	-6	-14	-2	-5
CCN(c1ccccc1)S(=O)(=O)c1ccc(C(=O)Nc2nnc(CSC)o2)cc1	2	0.6	24	-1	-5	-9	-20	-15	-6
COc1ccc(OC)c(NC(=O)CS(=O)(=O)c2cn(CC(=O)N3CCOCC3)c3ccccc23)c1	-2	0.1	-17	0	-9	3	-8	0	0
CCN(Cc1ccc(OC)c(COC)c1)CC1CCCN(CCc2cccc(F)c2)C1 (stereo not given)	9	0.1	14	3	4	-1	-7	-10	-9
Cc1ccc(/C=N/NC(=O)c2c(C)nc3ccc(Br)cn23)cc1	-21	1.7	19	5	3	1	-4	-17	-3
O=C(/C=C\Nc1ccc2c(c1)OCO2)c1ccccn1	5	0.0	-8	-2	3	1	-17	24	0
Cc1cccc(NS(=O)(=O)c2ccc(C)c(C(=O)N(C)C)c2)c1	4	0.6	3	9	-4	-5	-13	-9	-1
CCC(c1nnc(SCC(=O)Nc2cc(S(C)(=O)=O)ccc2Cl)n1Cc1ccccc1)N(C)C (stereo not given)	-33	0.6	12	3	-14	-5	-20	-3	-5
COCCCNC(=S)N1CCC(C(=O)c2ccc3c(c2)OCCO3)CC1	0	2.2	-1	8	22	-16	-7	-2	-1
CN1CCOCCOCCN(C)C(=O)N2CCOCCOCCN(CCOCC2)C1=O	-3	0.3	-9	11	6	-2	-9	-7	-3
COC(=O)c1sccc1S(=O)(=O)NCc1ccc(S(N)(=O)=O)cc1	-1	0.1	-1	1	5	-9	-4	-1	-4
CCCCOc1ccc(CONS(=O)(=O)c2ccc(NC(C)=O)cc2)cc1Cl	9	6.9	11	20	0	-20	20	2	12
O=C(CCl)Nc1ccc(S(=O)(=O)Nc2nccs2)cc1	-18	1.8	5	6	-13	-4	-8	-24	-1
CCCCn1c(N)c(N(CCC(C)C)C(=O)c2ccc([N+](=O)[O-])o2)c(=O)[nH]c1=O	-12	-0.6	-2	0	13	-3	-12	1	-3
CCc1ccc(C(=O)c2cncc(Br)c2)cc1	9	-0.3	-1	4	-7	-11	-4	-1	-2
Cn1c(=O)[nH]c(=O)c2c1nc(SCCO)n2Cc1ccccc1Cl	-14	-0.7	-8	1	-2	-2	-11	8	-4
CN(C)CCCn1c2c(c(SCC(=O)Nc3cccc4ccccc34)nc1=O)CCCC2	-11	0.1	-1	2	11	-1	-24	-2	-5
Cc1cccc(NC(=O)CSc2nsc(SCC(=O)Nc3cccc(C)c3)c2C#N)c1	13	0.6	21	0	-9	-8	-8	-4	-7
CCN(CC)S(=O)(=O)c1ccc2oc(SCc3ccc(F)cc3)nc2c1	55*	1.4	7	11	8	-24	40*	3	-4
O=C(COc1ccc([N+](=O)[O-])cc1)NCC(c1cccs1)N1CCOCC1 (stereo not given)	-4	1.0	12	-1	-18	-9	9	-10	-3
C=CCNc1cc(N2CCCC2)ccc1[N+](=O)[O-]	-17	-0.5	11	1	0	-7	-10	0	-10
O=C(NCCc1ccc(Cl)cc1)C1CCN(C(=O)N2CCOc3ccccc32)CC1	50*	3.6	-8	21	20	-8	4	8	0
O=C(OCN1C(=O)C(=O)c2ccccc21)c1ccc(Cl)cc1	1	0.7	1	5	-23	-12	-8	-4	8
Clc1ccccc1NN=Cc1ccccn1	1	-0.1	35	1	-23	·	·	-16	-3
O=C(CSc1nc2ccccc2o1)NCCOc1ccccc1	11	1.1	6	3	-3	3	-13	-15	-2
Cc1ccc(/C=C/C(=O)OC(C)C(=O)NC2CCCCC2C)o1 (stereo not given)	-39	0.9	2	-1	-6	0	-11	8	-5
CCN(Cc1cc(=O)[nH]c2ccccc12)C(=O)C(C)C	-26	1.2	9	4	-10	-6	9	-18	0
COc1ccc(N2CCN(CCCNC(=O)C(=O)c3c(C)[nH]c4ccccc34)CC2)cc1	4	1.3	13	1	-7	-6	-3	-12	-6
CCCS(=O)(=O)NC(=O)C1(C)CCN(C(=O)COc2ccc(Cl)cc2Cl)C1 (stereo not given)	-12	0.6	16	2	-12	·	·	-1	-2
CCn1c(COc2ccccc2C)nnc1SCC(=O)NCc1ccccc1	12	1.3	11	-1	3	-8	-22	-12	-6
O=C(CCC(=O)OCc1cccc(C(=O)Oc2ccccc2)c1)Nc1cccc2ccccc12	32	1.4	-3	16	5	-5	-6	-2	1
COc1ccccc1NC(=O)c1ccc(S(=O)(=O)N2CCCC2)cc1	7	0.5	5	0	-6	-4	-7	4	-7
